From PubChem BioAssay
DENV2 CPE = DENV2-induced cell death inhibition | DENV2-infected cells, cytopathic effect rescue, plate reader | 1.7% of 350,000 active | CPE inhibition, % at 9.99 µM; in the data active = CPE inhibition above about 20%, passing the limit was not always enough; inconclusive = no clear call, values can overlap the other calls; tested in BHK-21 cells;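 note: 0% = median of neutral control wells and 100% = median of positive control wells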
EWS-Fli block = blocks EWS/Fli oncoprotein-driven transcription. inhibition, % at 12.6 µM. A673 NR0B1-luciferase reporter, viability-normalised. 0.67% of 350,000 active;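 active = mean inhibition of at least 50% after viability correction, with every replicate also passing that limit; inconclusive = mean reaches 50% but only one of two replicates passes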;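 note: firefly luciferase signal divided by Alamar Blue viability fluorescence both relative to DMSO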
ARNT TACC3 PPI = disruptors of human ARNT/TACC3 interaction; 0.66% of 390,000 active; inhibition, % at 9.99 µM; AID 623870; AlphaScreen His-ARNT PAS-B/GST-TACC3 binding, luminescence; TACC3 fragment carries E629A point mutation;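 active = mean inhibition of replicates at least 50% and at least half of replicates each reaching 50%; inconclusive = half or more replicates reach 50% but mean below 50%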;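 note: 0% = complete ARNT plus TACC3 wells and 100% = ARNT alone without TACC3; many hits fall short of the cut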
CASP6 VEID inh = caspase-6 (human) enzyme inhibition; inhibition, % at 12.5 µM; purified caspase-6, Z-VEID-R110 cleavage fluorescence; P55212; 0.53% of 350,000 active;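 active = mean inhibition across replicates at least about 35%, with every replicate also reaching that limit, limit read from the data; inconclusive = only one of the two criteria met; inactive = neither criterion met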;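 note: 0% = median of neutral control wells and 100% = no fluorescence left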
Target sequence (P55212 24-179 limits assumed): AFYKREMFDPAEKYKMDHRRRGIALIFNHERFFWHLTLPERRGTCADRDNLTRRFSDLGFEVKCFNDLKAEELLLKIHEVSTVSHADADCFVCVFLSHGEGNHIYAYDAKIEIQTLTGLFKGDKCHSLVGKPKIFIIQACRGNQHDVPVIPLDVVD
Target sequence (P55212 194-293 limits assumed): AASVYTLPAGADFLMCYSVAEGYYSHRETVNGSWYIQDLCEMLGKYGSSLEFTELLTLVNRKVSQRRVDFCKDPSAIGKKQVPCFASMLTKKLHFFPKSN
SIRT5 block = inhibitors of human sirtuin-5 desuccinylase. inhibition, % at 15 µM. Q9NXA8. 1.1% of 330,000 active. Purified SirT5, succinyl-peptide AMC, trypsin-coupled fluorescence; in the data active = inhibition above about 15%; inconclusive = no clear call, values can overlap the other calls
Target sequence (Q9NXA8 whole entry, looked up): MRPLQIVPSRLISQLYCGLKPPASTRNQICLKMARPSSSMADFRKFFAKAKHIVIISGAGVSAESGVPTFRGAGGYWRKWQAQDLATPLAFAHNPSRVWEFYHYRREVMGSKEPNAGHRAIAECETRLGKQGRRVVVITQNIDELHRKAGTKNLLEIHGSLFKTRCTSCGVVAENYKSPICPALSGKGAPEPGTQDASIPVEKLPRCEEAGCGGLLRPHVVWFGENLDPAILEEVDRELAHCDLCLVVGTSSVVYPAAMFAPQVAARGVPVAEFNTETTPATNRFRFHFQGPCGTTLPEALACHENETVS
PAX8 reporter = lowers PAX8-driven luciferase in RMG-I cells; inhibition, % at 12.6 µM; RMG-I TPO-luciferase reporter, SteadyGlo, 24 h; 1.2% of 360,000 active;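 active = mean replicate inhibition at least 60% with every replicate also reaching 60%; inconclusive = only one of the two criteria is met; inactive = mean below 60% and not all replicates reaching 60%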;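 note: luciferase light reporting Pax8 driven TPO promoter activity; plate controls were median of neutral control wells for no effect and mitoxantrone controls for full effect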
LGR2 inh = blocks bursicon-induced cAMP signaling via Drosophila LGR2; HEK293 LGR2, CRE-luciferase, bursicon-stimulated, 4 h; inhibition, % at 9.99 µM; 0.35% of 380,000 active; AID 720647;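 active = drop in luminescence signal, shown as inhibition above about 50% in the replicate tests, limit read from the data, passing the limit was not always enough; inconclusive = probably only some replicates passing the limit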;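 note: agonist challenge used bursicon conditioned medium at about half maximal strength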
Starred values were filed as active, the others as inactive; ? = inconclusive; nt = not tested or not shown; & = joins results of further samples. An unsorted share of the library; 4.9% or so of the library scored in one or more.

1: Cn1nc(C(C)(C)C)cc1NC(=O)C1(C)CCN1C(=O)Cc1ccc(-c2ccccc2)cc1 (centres undefined)
2: CN(c1ccc(NC(=O)CCc2cn(Cc3ccc(Br)cc3)c3ccccc23)cc1)c1ccccn1
3: COc1ccc(-c2cc(C(=O)Nc3cc(S(N)(=O)=O)ccc3C)c3ccccc3n2)cc1OC
4: CN(C)CC#Cc1ccc([C@@H]2[C@H](CO)N3C(=O)CN(C(=O)c4ccc(F)cc4)C[C@@H]23)cc1
5: CN(C(=O)CSc1cc(Cl)ccc1Cl)C1CCS(=O)(=O)C1 (centres undefined)
6: CCC(=O)N1[C@@H]2c3cccc(=O)n3C[C@H]1[C@H](CO)[C@H]2C(=O)NC1CCC1
Screen / compound no. | 1 | 2 | 3 | 4 | 5 | 6
DENV2 CPE | -6 | 1 | -2 | 14 | -3 | 8
EWS-Fli block | 6 | 1 | -24 | -5 | 1 | 0
ARNT TACC3 PPI | nt | nt | -3 | nt | -5 | -7
CASP6 VEID inh | 1 | -2 | 3 | -2 | 2 | 6
SIRT5 block | nt | nt | 2 | 0 | nt | 5
PAX8 reporter | 9 | -19 | -41 | -21 | 6 | -1
LGR2 inh | 26 | 6 | nt | -10 | nt | 6

7: COc1ccc(-n2nnnc2C(c2ccccc2)N2CCN(C/C=C/c3ccccc3)CC2)cc1 (centres undefined)
8: O=c1c2cc(Cl)ccc2[nH]c(=S)n1Cc1ccccn1
9: CCOc1cc(Cl)c(NC(=O)c2ccco2)cc1OCC
10: COc1ccc(S(=O)(=O)N(C)C[C@@H]2Oc3ccc(NC(=O)CCCN(C)C)cc3CC(=O)N([C@H](C)CO)C[C@@H]2C)cc1
11: Fc1ccc(CSc2ncnc3nc[nH]c23)cc1
12: CC(=O)Nc1ccc(OCC(O)CNC(C)C)cc1 (centres undefined)
Screen / compound no. | 7 | 8 | 9 | 10 | 11 | 12
DENV2 CPE | 8 | nt | nt | -8 | 16 | 12
EWS-Fli block | 12 | nt | nt | 5 | -5 | -7
ARNT TACC3 PPI | nt | 2 | -6 | nt | -1 | -5
CASP6 VEID inh | 2 | nt | nt | 1 | -3 | 5
SIRT5 block | -2 | nt | nt | 3 | -1 | -4
PAX8 reporter | 7 | -14 | -8 | -18 | -6 | -12
LGR2 inh | 2 | -20 | 0 | -11 | 13 | 0

13: COc1ccc(NC(=S)N(CCCN2CCCC2)Cc2ccco2)cc1
14: COc1ccc(Nc2oc(COc3ccccc3F)nc2C#N)cc1
15: CCCCCCC[C@@H](C/C=C/CCC(=O)N(C)C/C(=C/Cl)C/C(=C\C(=O)N1CC(OC)=CC1=O)OC)OC
16: CCc1nnc(NC(=O)CSc2nc3c(c(=O)n2C)SC(C)C3)s1 (centres undefined)
17: O=C(CCc1ccccc1)NCc1ccc2c(c1)OCO2
18: CCCCOC(=O)C1=C(C)NC(=O)NC1c1cccc([N+](=O)[O-])c1 (centres undefined)
Screen / compound no. | 13 | 14 | 15 | 16 | 17 | 18
DENV2 CPE | -2 | -2 | -2 | 7 | 16 | -2
EWS-Fli block | -10 | 3 | -4 | 9 | -14 | 15
ARNT TACC3 PPI | 5 | 12 | -22 | 0 | -6 | 3
CASP6 VEID inh | -27 | -3 | 2 | 1 | 2 | -1
SIRT5 block | -2 | nt | 14 | 3 | 1 | -2
PAX8 reporter | -11 | 3 | 50 | 16 | -8 | 7
LGR2 inh | 3 | 8 | -1 | 0 | 8 | 8

19: CCCN1CCC(=O)N([C@H](CSc2ccc(Br)cc2)Cc2ccccc2)CC1
20: O=C(CSc1nnc(CNC(=O)c2ccc(F)cc2)o1)Nc1ccc2c(c1)OCO2
21: CCNC(=O)c1cc(S(=O)(=O)N(C)C)c(Cl)cc1Cl
22: CC(C)NC(=S)N1CCCN(c2ncccc2[N+](=O)[O-])CC1
23: CC1=NN(C)C(=O)C1Cc1c(F)cccc1Cl (centres undefined)
24: C[C@@H]1CN([C@@H](C)CO)C(=O)CCCn2nncc2CO[C@@H]1CN(C)C(=O)c1ccncc1
Screen / compound no. | 19 | 20 | 21 | 22 | 23 | 24
DENV2 CPE | 5 | -6 | 4 | 1 | -2 | 6&1&-1
EWS-Fli block | 7 | -1 | 0 | -1 | -2 | -11&-3&-9
ARNT TACC3 PPI | 2 | -2 | nt | 7 | -2 | -3&-4
CASP6 VEID inh | -1 | 2 | 0 | 2 | 1 | -2&0&-1
SIRT5 block | -1 | -1 | 0 | 17* | -3 | 0&-3&-5
PAX8 reporter | -8 | nt | 8 | 1 | 8 | 3&-3
LGR2 inh | 23 | 9 | nt | 3 | 0 | 6&13

25: COc1ccc(C(O)(c2ccccc2OC)C(CN2CCOCC2)c2ccccc2)cc1 (centres undefined)
26: CCC1=NN(C(=O)Cc2ccc([N+](=O)[O-])cc2)C(O)(c2ccc(Br)cc2)C1 (centres undefined)
27: CC(C)(C)n1nc2c(c1NC(=O)c1ccccc1)CS(=O)(=O)C2
28: CCCC(=O)Nc1ccc2c(c1)C(=O)N(C)[C@H]1CC[C@@H](CC(=O)N3CCCCC3)O[C@H]1CO2
29: O=C(NCc1ccncc1)Nc1cccc([N+](=O)[O-])c1
30: C[C@H](O)C#Cc1ccc2c(c1)O[C@@H](CN(C)C(=O)c1ccncc1)[C@@H](C)CN([C@@H](C)CO)S2(=O)=O
Screen / compound no. | 25 | 26 | 27 | 28 | 29 | 30
DENV2 CPE | 3 | nt | -2 | nt | -8 | 6
EWS-Fli block | 5 | nt | 7 | 4 | -3 | -7
ARNT TACC3 PPI | 7 | 1 | 13 | nt | -2 | -4
CASP6 VEID inh | 6 | nt | -1 | nt | 1 | -1
SIRT5 block | -2 | nt | 2 | 4 | 2 | -1
PAX8 reporter | 3 | 11 | 2 | -11 | 0 | -1
LGR2 inh | 8 | -2 | -2 | 1 | nt | -3

Look-ups from above.
`CCC1=NN(C(=O)Cc2ccc([N+](=O)[O-])cc2)C(O)(c2ccc(Br)cc2)C1` (centres undefined) in PAX8 reporter is entered as 11
`C[C@H](O)C#Cc1ccc2c(c1)O[C@@H](CN(C)C(=O)c1ccncc1)[C@@H](C)CN([C@@H](C)CO)S2(=O)=O` in DENV2 CPE is entered as 6
`CCCC(=O)Nc1ccc2c(c1)C(=O)N(C)[C@H]1CC[C@@H](CC(=O)N3CCCCC3)O[C@H]1CO2` in EWS-Fli block is entered as 4

The list continues.
31: COc1ccc(/C=N/NC(=O)C(=O)NCc2cccnc2)cc1
32: C[C@@H]1CN([C@H](C)CO)C(=O)c2cc(-c3ccccc3F)cnc2O[C@@H]1CN(C)Cc1ccccc1
33: Cc1cc(C)c(C#N)c(SCC(=O)Nc2ccccc2C)n1
34: CCOc1ccc(-c2c(C(=O)N/N=C/c3ccc(OC)cc3)nnn2-c2nonc2N)cc1
35: CSc1ncnc2c1ncn2CCCNCc1ccc(C)o1
36: C/C=C/c1cnc2c(c1)C(=O)N([C@H](C)CO)C[C@@H](C)[C@H](CN(C)C(=O)Nc1ccc(C(F)(F)F)cc1)O2
Screen / compound no. | 31 | 32 | 33 | 34 | 35 | 36
DENV2 CPE | 2 | -2 | 2 | nt | -5 | -10
EWS-Fli block | 2 | -15 | -14 | nt | -7 | 12
ARNT TACC3 PPI | -6 | -4 | 0 | -6 | nt | -4
CASP6 VEID inh | 2 | 0 | 1 | nt | 3 | -3
SIRT5 block | 4 | -3 | -2 | nt | 1 | -3
PAX8 reporter | -2 | nt | -24 | -14 | -5 | nt
LGR2 inh | nt | -12 | 8 | -2 | -4 | -30

37: OC(c1ccc(Cl)cc1)c1ncc(-c2ccc(Oc3ccccc3)cc2)[nH]1 (centres undefined)
38: C[C@@H]1CN([C@@H](C)CO)C(=O)c2cc(C#CCC3CCCC3)cnc2O[C@@H]1CN(C)Cc1ccccn1
39: COc1ccc(NC(=O)C2(C)Cc3c(-c4ccc(C(N)=O)cc4)ccnc3O2)cc1OC (centres undefined)
40: O=C(NC(c1ccc(Cl)cc1)c1cnccn1)C1CCN(CCCOc2ccccc2)CC1 (centres undefined)
41: Cc1ccccc1Nc1nc(N)nc(COC(=O)c2cccc(S(=O)(=O)NCc3ccccc3)c2)n1
42: Cc1cccc(NC(=O)c2c([N+](=O)[O-])c(C(C)(C)C)nn2C)c1
Screen / compound no. | 37 | 38 | 39 | 40 | 41 | 42
DENV2 CPE | 6 | 19 | ? | 4 | 2 | 9
EWS-Fli block | 2 | 3 | -6 | 3 | 1 | -10
ARNT TACC3 PPI | nt | 5 | nt | nt | 2 | -19
CASP6 VEID inh | -2 | -1 | 0 | -4 | 5 | -1
SIRT5 block | 0 | -3 | 18* | nt | 14 | -2
PAX8 reporter | 9 | nt | -8 | -4 | 4 | 34
LGR2 inh | -3 | -6 | 18 | 0 | nt | -3

43: CCCC(NCC(O)COc1ccc(-c2ccccc2)cc1)c1ccccc1 (centres undefined)
44: COc1ccccc1-c1cnc2c(c1)C(=O)N([C@@H](C)CO)C[C@H](C)[C@@H](CN(C)C)O2
45: Cc1cc(N2O[C@]34C=C[C@]25C[C@@H](O)CC[C@]5(C)C3CC[C@]2(C)[C@@H]([C@H](C)/C=C/[C@H](C)C(C)C)CC[C@H]24)no1 (some centres undefined)
46: CN1c2ccc(-c3cccc(C#N)c3)cc2[C@H]2[C@H](CCN2C(=O)C2CCCCC2)[C@H]1CO
47: O=C(CCc1nnc(CCCc2ccccc2)o1)NCC(F)(F)F
48: Cc1ccc(N2CC(C(=O)Nc3c4c(nn3C(C)(C)C)CS(=O)(=O)C4)CC2=O)cc1 (centres undefined)
Screen / compound no. | 43 | 44 | 45 | 46 | 47 | 48
DENV2 CPE | 6 | 8 | 6 | 0 | 1 | -6
EWS-Fli block | 42 | -7 | 5 | 3 | -51 | 5
ARNT TACC3 PPI | -1 | -6 | 0 | nt | nt | -9
CASP6 VEID inh | 1 | 1 | 1 | 1 | 0 | 1
SIRT5 block | 2 | 2 | nt | nt | nt | -2
PAX8 reporter | 17 | nt | -9 | 32 | -50 | 9
LGR2 inh | 75* | 14 | nt | 18 | -48 | -10

49: O=C1C(F)=CC(COC(c2ccccc2)(c2ccccc2)c2ccccc2)OC1n1cc(F)c(=O)[nH]c1=O (centres undefined)
50: O=[N+]([O-])c1ccc(OCC(O)CN2CCN(c3ccccc3F)CC2)cc1 (centres undefined)
51: COc1ccc(NC(=O)COC(=O)CC2CCCC2)cc1
52: Cc1nnc(NC(=O)c2ccc(F)c(S(=O)(=O)N3CCOCC3)c2)s1
53: COc1ccc(-n2cc(CNC3CCC(O)CC3)c(-c3cccc(F)c3)n2)cc1 (centres undefined)
54: CC(=O)c1ccc2ccccc2c1OC(=O)c1ccncc1
Screen / compound no. | 49 | 50 | 51 | 52 | 53 | 54
DENV2 CPE | -11 | 5 | 4 | 3 | -5 | 5
EWS-Fli block | 69* | 1 | -7 | 4 | -10 | -18
ARNT TACC3 PPI | -5 | -7 | 29 | -14 | 9 | nt
CASP6 VEID inh | 1 | 1 | 4 | 1 | 1 | 2
SIRT5 block | 0 | -2 | -1 | nt | -6 | -4
PAX8 reporter | 18 | 3 | -10 | -15 | -10 | 12
LGR2 inh | 27* | -2 | 5 | -9 | 30 | -41

55: C[C@H](CO)N1C[C@H](C)[C@H](CN(C)Cc2ccncc2)OCCCC[C@H](C)Oc2ccc(NS(=O)(=O)c3cccs3)cc2C1=O
56: O=C(Nc1ccc2c(c1)OCCO2)C1c2ccccc2OCC(=O)N1Cc1ccco1 (centres undefined)
57: CNC[C@@H]1OCCCC[C@H](C)Oc2ccc(NS(=O)(=O)c3cn(C)cn3)cc2C(=O)N([C@H](C)CO)C[C@@H]1C
58: COc1ccc(CC(=O)Nc2c(C(N)=O)oc3ccccc23)cc1
59: COc1ccc(NC(=O)Nc2ccc3c(c2)[C@H]2C[C@H](CC(=O)NCc4ccc5c(c4)OCO5)O[C@H](CO)[C@H]2O3)cc1
Screen / compound no. | 55 | 56 | 57 | 58 | 59
DENV2 CPE | -3 | -5 | 0 | 10 | -3
EWS-Fli block | -11 | 4 | -3 | -2 | 5
ARNT TACC3 PPI | 9 | nt | -2 | -4 | -13
CASP6 VEID inh | 0 | 4 | nt | -3 | 0
SIRT5 block | -2 | 2 | nt | -4 | 1
PAX8 reporter | nt | -15 | -52 | 0 | -30
LGR2 inh | -18 | -13 | 20 | 11 | 9
